HBB splicing – modulators of hemoglobin beta chain splicing. AID 925. Potency, µM (series often up to 46.1 µM), without a hit: top-dose activation, usual class: activators. 0.06% of 65,000 active. HBB splicing reporter cell assay, activation; EGFP reporter with mutant IVS2-654 intron; response scale: normalised to 500 nM splice-correcting PNA; note: potency is the fitted concentration of half-maximal effect; 0% is about no effect
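Compounds were applied for 2 days to HeLa EGFP-654 cells, 500/well in Optimem with 2% FCS. The reporter's EGFP is disrupted by mis-splicing of beta-globin intron IVS2-654. Readout: summed well GFP fluorescence from 488 nm laser scanning; reference was 500 nM antisense […] 654 PNA.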
CRE Fsk mod – modulators of forskolin-stimulated CRE signaling in CHO cells | AID 662 | Potency, µM (top dose mostly 38.2 µM), inactives show at the top dose activity change, negative = inhibition, usual class: activators | 2.5% of 71,000 active | CHO CRE-bla reporter (cAMP response element driving beta-lactamase), forskolin EC10, beta-lactamase ratio; active = well fitted activation curve with a large enough effect in the signal ratio, with a control signal flat, not every such curve was filed as active; inconclusive = small, poorly fitted or top-dose-only effect, or effect the other way, or a change in a side signal; the % refers to the signal ratio; note: potency is the fitted concentration of half-maximal effect; % of control where 0% means no effect
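Cells were plated overnight at 37 °C, exposed to compound titrations plus EC10 NKH 477 for 3 h, then given CCF4 dye for 2 h at room temperature. Blue/green (460/530 nm) ratio was converted to %Activity and AC50 values calculated.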
ALOX15 inhib – blocks human 15-lipoxygenase activity. AID 887. 1.4% of 74,000 active. P16050. Potency, µM (series often up to 57.1 µM), for the others: at the top dose activity change, negative = inhibition, actives largely listed as inhibitors. purified 15hLO-1, xylenol orange hydroperoxide absorbance; note: potency is the fitted concentration of half-maximal effect; % is set by controls: 0 for no effect and ±100 for the full control effect; nearly all actives have a fitted effect of over 55% in size
Target sequence (P16050 whole entry, looked up): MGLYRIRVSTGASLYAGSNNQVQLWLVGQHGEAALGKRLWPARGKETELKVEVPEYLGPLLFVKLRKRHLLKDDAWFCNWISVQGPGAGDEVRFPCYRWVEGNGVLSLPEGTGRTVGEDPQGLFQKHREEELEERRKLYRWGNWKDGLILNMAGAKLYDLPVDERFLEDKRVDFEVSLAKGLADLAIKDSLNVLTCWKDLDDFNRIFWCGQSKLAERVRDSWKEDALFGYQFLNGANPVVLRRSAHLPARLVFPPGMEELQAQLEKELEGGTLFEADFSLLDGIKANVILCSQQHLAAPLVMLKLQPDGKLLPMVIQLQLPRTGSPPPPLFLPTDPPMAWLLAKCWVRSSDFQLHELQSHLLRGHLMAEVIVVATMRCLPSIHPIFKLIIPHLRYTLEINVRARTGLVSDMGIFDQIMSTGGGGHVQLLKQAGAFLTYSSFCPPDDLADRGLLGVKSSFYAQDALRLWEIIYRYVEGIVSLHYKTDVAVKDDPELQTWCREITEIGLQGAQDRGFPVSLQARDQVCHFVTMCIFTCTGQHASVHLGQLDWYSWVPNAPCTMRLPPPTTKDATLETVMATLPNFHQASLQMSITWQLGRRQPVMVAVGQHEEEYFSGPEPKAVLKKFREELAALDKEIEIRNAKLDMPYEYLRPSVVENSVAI
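Purified human 15hLO-1 (40 nM) in 25 mM Hepes pH 7.5, 0.01% Triton X-100, preincubated 15 min RT with compound, then 50 uM arachidonic acid for 6 min. Hydroperoxide read by ferrous/xylenol orange, 30 min; 573/405 nm absorbance ratio gave progress.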
Epigenetic mod – epigenetic GFP locus derepression in mouse cells. mouse C127i GFP locus derepression, cytometry, 30 h. Potency, µM (highest dose often 46.1 µM), for the others: at the top dose GFP derepression (activation). 0.09% of 68,000 active. AID 597; note: % of control where 0% means no effect
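Derepression screen: silenced CMV-GFP reporter in murine C127i cells, 30 h compound incubation at 37 C, washed cells imaged by laser-scanning cytometer to enumerate GFP-expressing objects of 20 to 120 um.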
BRCT inh green – blocks human BRCA1 BRCT binding to phosphopeptide, green readout; BRCA1 BRCT-phosphopeptide binding, green fluorescence polarization; Potency, µM (series often up to 76.9 µM), for the others: top-dose activity change, negative = inhibition, most hits filed as inhibitors; 0.05% of 75,000 active;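 note: potency is the fitted concentration of half-maximal effect; plate controls were peptide without protein for full effect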
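Compounds were incubated for 12 min at room temperature with a complex of 100 nM fluorescein-tagged pBACH1 decapeptide and 250 nM His-tagged BRCT protein. Buffer was phosphate pH 7.3 with EDTA, DTT and Tween 20. Disruption of binding lowers the polarization signal.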
BRCT inh red – inhibitors of human BRCA1 BRCT-phosphoprotein interaction (red fluorophore); BRCT-phosphopeptide binding, red fluorescence polarization; P38398; 0.03% of 75,000 active; Potency, µM (doses to about 76.9 µM), for the others: at the top dose activity change, negative = inhibition, most hits filed as inhibitors; AID 892; note: % is set by controls: 0 for no effect and ±100 for the full control effect
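Rhodamine-labelled pBACH1 10-mer (100 nM) bound to BRCT domain (100 nM) at pH 7.3; compounds incubated 12 min room temperature, polarization read. Free peptide defines full inhibition; unlabelled decapeptide titrated as control.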
HADH2 inh – HADH2 (human) dehydrogenase inhibition; AID 886; Potency, µM (highest dose often 57.1 µM), for inactives: at the top dose activity change, negative = inhibition, most hits filed as inhibitors; recombinant HADH2, NADH fluorescence, beta-hydroxybutyryl-CoA; 3.4% of 73,000 active; Q99714; note: potency is the fitted concentration of half-maximal effect; % is set by controls: 0 for no effect and ±100 for the full control effect; nearly all actives have a fitted effect of over 60% in size; many of its hits are not listed in these tables
Target sequence (Q99714 whole entry, looked up, one chain of several): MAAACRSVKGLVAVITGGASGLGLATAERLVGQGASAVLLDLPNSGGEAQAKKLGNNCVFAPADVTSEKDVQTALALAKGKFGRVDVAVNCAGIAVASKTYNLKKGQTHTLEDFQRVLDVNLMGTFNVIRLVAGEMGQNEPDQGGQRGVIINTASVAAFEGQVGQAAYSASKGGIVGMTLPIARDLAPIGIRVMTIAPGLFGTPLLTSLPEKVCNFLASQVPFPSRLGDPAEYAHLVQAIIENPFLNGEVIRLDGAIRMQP
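Buffer 100 mM Tris-HCl pH 9.0/0.01% Tween-20; HADH2 20 nM; NAD+ 1 mM; beta-hydroxybutyryl-CoA 90 uM (all final). 15 min cpd preincubation, RT.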
USP2a inhib – USP2a (human) protease inhibition; AID 927; Potency, µM (titrated, usually from 38.3 µM), without a hit: at the highest dose activity change, negative = inhibition, actives largely listed as inhibitors; USP2a enzymatic assay, qHTS inhibition; 0.1% of 60,000 active; O75604;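 note: potency is the fitted concentration of half-maximal effect; nearly all actives have a fitted effect of over 60% in size; plate controls were DMSO for no effect and NEM full inhibition control for full effect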
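USP2 core (20nM final) preincubated 30 min RT with compound, then Ub-PLA2 20nM and NBD C6-HPC 20uM final added; buffer 20mM Tris-HCl pH 8.0, 2mM CaCl2. Fluorescence Ex 460/Em 535 read at 0 and 2.5 h; normalized to NEM.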
Hsp90 Hop PPI – changes Hsp90-Hop TPR2A binding signal, up or down; AlphaScreen TPR2A-His6 binding biotin-Hsp90 C-terminal peptide; Potency, µM (doses to about 57 µM), for the others: at the highest dose activity change, negative = inhibition; 0.44% of 71,000 active; AID 595; active = well fitted curve in either direction with a large enough effect; inconclusive = small, poorly fitted or top-dose-only effect, or another doubt; note: potency is the fitted concentration of half-maximal effect; % is set by controls: 0 for no effect and ±100 for the full control effect; many of its hits are not listed in these tables
Ub-GFP proteasome – proteasome inhibitors stabilizing ubiquitin-GFP reporter; Ubiquitin-GFP reporter cells, proteasome inhibition, GFP fluorescence; response scale: untreated = 0%, 10 µM MG-132 = 100%; Potency, µM (highest dose often 45.9 µM), for the others: at the top dose activation (GFP accumulation), most hits filed as activators; 67,000 tested, under 10 active; AID 526; active = well fitted activation curve with a large enough effect, not every such curve was filed as active; inconclusive = small, poorly fitted or top-dose-only effect, or another doubt; inactive = no such curve, though single readings can be large or run the other way; note: potency is the fitted concentration of half-maximal effect
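U2OS Ub(G76V)-GFP reporter; O/N plating, 0.5% FBS; cpd 46 uM–2.9 nM, 4 h, 37 °C; GFP+ cell count, 488/515 nm; norm. to basal vs 10 uM MG-132; CRC fit.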
Pol III holo inh – inhibitors of bacterial DNA polymerase III holoenzyme | reconstituted DNA polymerase III holoenzyme replication, biochemical | Potency, µM (highest dose often 57.1 µM), inactives show at the top dose activity change, negative = inhibition | 0.25% of 71,000 active; note: potency is the fitted concentration of half-maximal effect; % is set by controls: 0 for no effect and ±100 for the full control effect
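Reconstituted *E. coli* holoenzyme (0.35 nM Pol III, 1 nM beta, 154 nM SSB, 2 nM primase) was preincubated with compound for 15 min at RT. Synthesis on 1.4 nM ssM13Gori ran 35 min, then was stopped with PicoGreen/EDTA and read as dsDNA fluorescence.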
The depositor's hits bear a star; u = inconclusive; x = not tested or not shown; [ ] = another dose, or the depositor's remark. Unless noted, calls come from the whole dose curve; as a rule, active = well fitted curve in the direction sought with a large enough effect; inconclusive = small, poorly fitted or top-dose-only effect, or another doubt; inactive = no such curve, though single readings can be large; an effect the other way counts as inactive or inconclusive. These rows are one share of the data; count on the stated rates, not on these rows.

item | compound | HBB splicing | CRE Fsk mod | ALOX15 inhib | Epigenetic mod | BRCT inh green | BRCT inh red
1 | Cc1noc(C)c1C(=O)N1CCC2(CC1)CN(Cc1cc(C(F)(F)F)cc(C(F)(F)F)c1)C2 | 1.3% | -3% | -4% | 7%[9.22 µM] | 0.7% | 0.4%
2 | CCNc1ncc2nc(-c3cc(F)cc(F)c3)c(=O)n(C)c2n1 | -0.7% | u | -16% | 2%[9.22 µM] | -1.4% | 1.0%
3 | O=C(O)/C(=C\c1ccc(O)cc1)c1cccc2ccccc12 | 1.4%[9.22 µM] | -6%[7.6 µM] | -6%[11.4 µM] | 4%[9.22 µM] | -3.0%[15.4 µM] | -0.1%[15.4 µM]
4 | c1nnc(NCNc2nncs2)s1 | 2.9%[9.22 µM] | 2%[7.6 µM] | -7%[11.4 µM] | 2%[9.22 µM] | -1.0%[15.4 µM] | 1.3%[15.4 µM]
5 | CC(=O)NC(NC(C)=O)c1ccc(Br)cc1 | -2.1% | -2% | 14% | -1% | -2.1% | -1.5%
6 | O=C(Nc1ccc(Cl)cn1)Nc1cccs1 | -1.4% | u | -24% | 3% | -4.4% | -1.2%
7 | Cc1cnc(CNc2nc(-c3ccc(C(=O)N(C)C)cc3)nc3ccccc23)cn1 | 0.1% | 7.9µM* | -4% | 3%[9.22 µM] | 6.1% | -3.2%
8 | CN(C(=O)c1ccno1)c1nnc(-c2cnccn2)s1 | x | 0% | 3% | -2% | -0.4% | -0.6%

item | HADH2 inh | USP2a inhib | Hsp90 Hop PPI | Ub-GFP proteasome | Pol III holo inh
1 | -2% | 97%[activator] | 1% | -10% | -4%
2 | -121% | 143%[activator] | 15% | 2% | -8%
3 | 4%[11.4 µM] | x | 1%[11 µM] | -5%[9.17 µM] | -1%[11.4 µM]
4 | 8%[11.4 µM] | x | -1%[11 µM] | -2%[9.17 µM] | 8%[11.4 µM]
5 | -9% | -5% | -2% | 6% | -3%
6 | 1% | -8% | -6% | 3% | 4%
7 | 12% | 12% | 0% | 2% | -7%
8 | 0% | -5% | u | 2% | -2%

Later entries
item | compound | HBB splicing | CRE Fsk mod | ALOX15 inhib | Epigenetic mod | BRCT inh green | BRCT inh red
9 | CC(=O)Oc1ccc(C(=O)Nc2nnc(C)s2)cc1 | -0.2%[0.0738 µM] | u | 3%[11.4 µM] | -2% | -1.6% | -1.0%
10 | COc1cccc(-n2nnc3c(=O)n(CC(=O)OCc4ccccc4)cnc32)c1 | 1.5%[1.84 µM] | u | -4% | -2% | 0.4% | 0.8%
11 | Cc1ccc(-c2noc(CCC(=O)Nc3ccccc3N3CCN(C)CC3)n2)cc1 | -0.5% | 1% | -3% | -3% | 0.1% | 0.8%
12 | Cc1sc2nc(SCC(=O)NCc3ccco3)n(-c3ccccc3)c(=O)c2c1C | x | 6% | -2% | 14% | -1.2% | -1.4%
13 | COC(=O)c1ccc(C(NC(=O)OCc2ccccc2)/C(F)=C/[C@@H](C)C(=O)NCCc2c[nH]c3ccc(OC)cc23)cc1 (some centres not stated) | 0.1% | u | -11% | x | 0.0% | -0.4%
14 | C=CCn1c(CSc2nc3ccccc3s2)nnc1SCC(=O)NCc1ccco1 | 3.6% | -6% | -9% | 5% | 1.4% | 0.0%
15 | CC(=O)N1CCc2cc(S(=O)(=O)NC(CC(C)C)C(=O)Nc3cc(C(=O)O)ccc3C)ccc21 (configuration not stated) | -2.6% | 0% | 5% | -4% | -1.2% | -0.4%
16 | Cc1nc(SC2CC(=O)N(c3ccccc3)C2=O)nc2c1CCCC2 (configuration not stated) | 0.9% | u | -8% | 12% | -0.2% | 0.2%

item | HADH2 inh | USP2a inhib | Hsp90 Hop PPI | Ub-GFP proteasome | Pol III holo inh
9 | -12%[11.4 µM] | -8%[7.66 µM] | -1%[11 µM] | -14%[9.17 µM] | -2%[11.4 µM]
10 | -1% | -6% | 3% | 3% | -6%
11 | 8% | 31%[activator] | -4% | 3% | -4%
12 | -27% | 27% | -1% | -1% | -13%
13 | 3% | x | -13% | x | -2%
14 | -21% | 23% | -3% | -11% | 0%
15 | -2% | 5% | 0% | 10% | -9%
16 | -6% | 14% | -7% | -19% | -8%

Carrying on:
item | compound | HBB splicing | CRE Fsk mod | ALOX15 inhib | Epigenetic mod | BRCT inh green | BRCT inh red
17 | C=CCNC(=O)NC(=S)c1ccccc1 | -0.6% | 4% | -11% | 5% | -0.8% | -0.1%
18 | CC1(C)Cc2ccccc2C(=NCCCC(=O)O)N1 | 1.1% | u | -7% | 0% | -1.9% | -1.0%
19 | Cc1ccc(-c2ccc(SCC(=O)Nc3nonc3C)nn2)cc1 | -2.3% | u | -8% | -4% | 1.1% | -0.6%
20 | COC(=O)c1ccccc1NC(=O)C1CCN(S(=O)(=O)c2cc(C)ccc2OC)CC1 | -3.8% | u | -17% | 0% | 0.2% | -2.8%
21 | Cc1ccc(-c2noc(CCC(=O)Nc3ccc(C)cn3)n2)cc1 | -0.6% | 6% | -13% | 3% | -0.9% | -0.9%
22 | O=C(C1CC1)N1CCc2cc(S(=O)(=O)NCC3COc4ccccc4O3)ccc21 (configuration not stated) | -2.4% | u | -15% | -1% | 0.2% | -4.3%
23 | Cc1n[nH]c(C)c1S(=O)(=O)N1CCCC(C(=O)NC2CCCc3ccccc32)C1 (configuration not stated) | -0.1% | -10% | 1% | x | 2.8% | -0.2%
24 | CC1(C)Cc2c(sc3c2c(=N)n(Cc2ccco2)c(=O)n3Cc2ccc(Cl)cc2)CO1 | 0.2% | 0.2µM* | -16% | 3% | 1.8% | 1.5%

item | HADH2 inh | USP2a inhib | Hsp90 Hop PPI | Ub-GFP proteasome | Pol III holo inh
17 | 0% | 2% | -4% | 3% | -3%
18 | 8% | -5% | 0% | 21% | 2%
19 | 1% | 15% | -4% | -1% | -2%
20 | 2% | 22% | 0% | 9% | -5%
21 | 6% | -10% | 2% | 14% | -4%
22 | 10% | 31%[activator] | 5% | -7% | -3%
23 | -4% | x | -4%[2.3 µM] | -3% | 0%
24 | 5% | 30% | -1% | 13% | 3%

Other records follow.
item | compound | HBB splicing | CRE Fsk mod | ALOX15 inhib | Epigenetic mod | BRCT inh green | BRCT inh red
25 | COc1cccc(CNC(=O)C2CCCN(S(C)(=O)=O)C2)c1 (configuration not stated) | -1.8% | u | -2% | 6% | 0.5% | 0.2%
26 | OCC(CO)(CO)n1cnnn1 | -1.4% | u | 0% | 3% | -2.9% | -0.2%
27 | O=C(O)[C@@H]1[C@H](C(=O)O)[C@H]2C(=O)C=C[C@H]1N2Cc1ccccc1 | 0.2%[9.22 µM] | u | 5%[11.4 µM] | -3%[9.22 µM] | 0.9%[15.4 µM] | -1.1%[15.4 µM]
28 | Cc1ccc(-c2nc(-c3cccnc3)no2)c(C)c1 | -2.1% | 22% | 2% | 2% | -0.2% | -2.2%
29 | CCOC(=O)CCn1nc(-c2ccc(Cl)cc2)cc1N | -3.3% | u | 7% | 0% | -1.2% | -1.3%

item | HADH2 inh | USP2a inhib | Hsp90 Hop PPI | Ub-GFP proteasome | Pol III holo inh
25 | 4% | 0% | -3% | -3% | 0%
26 | 7% | -4% | -1% | 0% | 4%
27 | -11%[11.4 µM] | x | -1%[11 µM] | -3%[9.17 µM] | -7%[11.4 µM]
28 | 8% | 9% | 8% | -5% | -4%
29 | 9% | 3% | 1% | -5% | 4%

Screening data as filed in PubChem BioAssay.
